Screening results from PubChem BioAssay.
LANA DNA inh: inhibitors of KSHV LANA C-terminal domain DNA binding; inhibition, % at 9 µM; MBP-C-LANA/FAM-LBS DNA binding, fluorescence polarization; actives 0.078% (n = 340,000); AID 504423;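 active means highest replicate inhibition at or above 60% at 9 µM, even if other replicates fall short; inactive means all replicates below 60% inhibition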;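 further: 0% = neutral control wells and 100% = 4 µM acridine orange control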
cardiac RTF act: increases calcium sensitivity of human cardiac regulated thin filaments; P19429+P45379; IANBD-labeled TnC RTF fluorescence at EC20 calcium; 0% EC20 calcium, 100% full calcium; activation, % at 7.2 µM; actives 0.24% (n = 340,000); AID 493008;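 active means activation above the mean over all tested compounds plus 3 SD, cut at about 30% in these data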;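 further: rise in fluorescence read as greater calcium sensitivity of cardiac thin filaments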
Cardiac RTF inh: cardiac RTF calcium desensitization; IANBD-labeled cardiac RTF, Ca2+ fluorescence; inhibition, % at 7.15 µM; actives 0.12% (n = 340,000); AID 493244;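 active means inhibition above the mean inhibition of all tested compounds plus 3 SD, cut at about 17% in these data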;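 further: assay run at fixed EC70 calcium of 1.6 mM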
SUMO Mot1 rescue: inhibitors of SUMOylation pathway: yeast Mot1-301 growth rescue. S. cerevisiae Mot1-301 growth rescue, ATP luminescence, 38.5C; percent above DMSO median, 100 means doubled. actives 1% (n = 320,000). growth rescue, % at 18.8 µM;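 active means every valid replicate shows activation above 250% relative to neutral control wells; inactive means the rest, any valid replicate at or below 250%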;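 further: OY570 slx delta 5 strain wells were the positive control but not used for scaling; some compounds called inactive have numbers as strong as hits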
Rtt109 HAT inh: blocks Candida albicans Rtt109/Vps75 acetyltransferase activity. Q5AAJ8. purified Rtt109/Vps75, ThioGlo CoA-SH fluorescence, 4 h. inhibition, % at 34.9 µM. actives 0.16% (n = 330,000). AID 540336;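 active means inhibition of at least 50% in every replicate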
Target sequence (Q5AAJ8 whole entry, looked up): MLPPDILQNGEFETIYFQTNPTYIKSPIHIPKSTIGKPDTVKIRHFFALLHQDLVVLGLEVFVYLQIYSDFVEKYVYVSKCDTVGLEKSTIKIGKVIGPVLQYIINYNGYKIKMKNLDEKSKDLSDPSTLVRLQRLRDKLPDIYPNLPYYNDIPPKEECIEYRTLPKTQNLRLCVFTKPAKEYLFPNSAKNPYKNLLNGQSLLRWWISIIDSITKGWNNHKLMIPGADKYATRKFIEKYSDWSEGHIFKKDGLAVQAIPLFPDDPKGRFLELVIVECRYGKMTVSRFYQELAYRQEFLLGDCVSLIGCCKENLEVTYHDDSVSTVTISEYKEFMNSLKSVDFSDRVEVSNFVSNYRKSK
NSD2 inh: NSD2 (human) methyltransferase inhibition; O96028; NSD2 peptide methylation, AlphaScreen, 120 min; inhibition, % at 12.5 µM; actives 0.54% (n = 310,000); AID 743445; in the data active means inhibition above about 50%
dFosB activator: mouse delta FosB homodimer activation; purified delta FosB, TAMRA-CDK5 oligo fluorescence polarization; percent of positive-control signal above neutral wells; activation, % at 25 µM; actives 0.99% (n = 340,000);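 active means mean activation above about 17%, with every replicate also reaching it, limit read from the data, passing the limit was not always enough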;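 further: fluorescence polarization rise as delta FosB binds a TAMRA Cdk5 AP-1 oligo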
PfHsp90 yeast 2: growth inhibition of yeast expressing Plasmodium Hsp90; S. cerevisiae expressing PfHsp90, BacTiter-Glo ATP, 48 h; yeast lacking PDR1 and PDR3 efflux regulators; inhibition, % at 9.4 µM; actives 0.32% (n = 310,000); AID 504621;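 active means every replicate shows inhibition above about 80%, whatever the replicate mean, limit read from the data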;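 further: 0% = DMSO neutral controls and 100% = 20 µM radicicol positive controls; yeast relying on Plasmodium falciparum Hsp90 in place of its own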
Keap1 Nrf2 FP: Keap1-Nrf2 (human) interaction inhibition; AID 504523; Keap1 Kelch-Nrf2 peptide fluorescence polarization, 1536-well; actives 0.15% (n = 340,000); inhibition, % at 9.4 µM; in the data active means inhibition above about 12%;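 further: human Keap1 Kelch domain with fluorescein labeled Nrf2 9mer peptide probe; 0% = neutral control wells and 100% = peptide positive control; higher means more block of Keap1 binding to Nrf2 peptide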
Target sequence (Q14145 whole entry, looked up, the tested form may be a part): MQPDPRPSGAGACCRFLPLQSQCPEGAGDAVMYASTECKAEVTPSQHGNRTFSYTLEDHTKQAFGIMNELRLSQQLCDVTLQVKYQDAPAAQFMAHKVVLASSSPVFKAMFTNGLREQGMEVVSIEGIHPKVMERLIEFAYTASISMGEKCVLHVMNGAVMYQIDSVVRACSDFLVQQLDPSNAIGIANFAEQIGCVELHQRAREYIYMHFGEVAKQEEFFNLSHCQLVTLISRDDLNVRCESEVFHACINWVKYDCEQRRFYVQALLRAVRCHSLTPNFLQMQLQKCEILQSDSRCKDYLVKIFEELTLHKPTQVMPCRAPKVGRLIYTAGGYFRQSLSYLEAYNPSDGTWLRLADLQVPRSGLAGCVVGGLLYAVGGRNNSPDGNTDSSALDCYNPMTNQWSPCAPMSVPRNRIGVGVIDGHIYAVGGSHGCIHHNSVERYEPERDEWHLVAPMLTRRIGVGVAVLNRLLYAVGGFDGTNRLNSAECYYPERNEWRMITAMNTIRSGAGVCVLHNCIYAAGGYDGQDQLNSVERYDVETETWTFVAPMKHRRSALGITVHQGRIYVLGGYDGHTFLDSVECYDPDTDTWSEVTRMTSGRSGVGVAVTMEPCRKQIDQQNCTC
PvdQ acylase: P. aeruginosa PvdQ acylase inhibition; purified PvdQ acylase, fluorescence plate reader; AID 488965; actives 0.063% (n = 340,000); inhibition, % at 10 µM; in the data active means inhibition above about 30%, passing the limit was not always enough;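 further: 0% = vehicle neutral wells and 100% = reference inhibitor wells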
CDK5 inh: inhibitors of human CDK5/p35 kinase; actives 0.01% (n = 330,000); inhibition, % at 10 µM; Q00535+Q15078; Recombinant CDK5/p35, ADP-Glo luminescence, 60 min; AID 488839;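 active means highest replicate inhibition of at least 50% and at least 75% of replicates reaching 50%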;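 further: plate controls were DMSO neutral control for no effect and GW8510 at 10 µM for full effect; many of its hits are not listed in these tables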
Starred values were filed as active, the others as inactive; . = not tested or not shown; + = active, no number.

SMILES	LANA DNA inh	cardiac RTF act	Cardiac RTF inh	SUMO Mot1 rescue	Rtt109 HAT inh	NSD2 inh	dFosB activator	PfHsp90 yeast 2	Keap1 Nrf2 FP	PvdQ acylase	CDK5 inh
CCCCNc1c(-c2cccc(SC(C)CC)c2)nc2ccc(Cl)cn12 (stereo not given)	0.6	5	7	-21	-1	-4	-4	1	-6	7	-6.6
Cc1ccccc1C(=O)NC(=S)Nc1ccc(N2CCN(C(=O)c3ccccc3)CC2)cc1	0.9	1	1	304	-29	-3	-2	-30	2	-19	2.0
Cc1cc(NC(=O)COC(=O)CCS(=O)(=O)c2ccc(C)c(C)c2)no1	0.2	4	2	16	-2	.	-8	17	-2	-15	-0.5
Cc1ccc(C(=O)NNC(=O)c2cccc(C)c2)cc1	2.2	4	-7	-6	-2	-4	-3	-1	0	-10	-4.3
CCOC(=O)c1nc2ccccc2nc1C	-0.6	-2	-8	3	-3	-1	0	18	-3	-2	.
Cc1cccc(Nc2nc3ccccc3n3nnnc23)c1	0.2	-3	-2	-8	-12	6	-1	-4	-2	-5	-1.0
Cc1c(O)ccc2c(=O)c(-c3nncn3-c3ccccc3)coc12	-0.3	3	0	-9	6	0	0	18	-3	9	0.6
Cc1ccc(NC(=O)Nc2cccc(C(F)(F)F)c2)nc1	-1.2	1	6	471*	29	-4	-8	10	-6	2	-1.7
Cc1cccc(NC(=O)C2(c3ccc([N+](=O)[O-])cc3)CCCC2)c1	0.5	-2	-10	4	-2	-8	-1	-3	-1	-18	-0.2
COc1cccc(OC)c1C(=O)N1CCN(c2ccccn2)CC1	0.2	13	0	27	3	-2	-2	12	-3	4	-1.2
CCCc1cc(=O)[nH]c(SCC(=O)N(C)C2CCCCC2)n1	-1.1	-3	-1	-11	10	-2	4	.	-1	10	-1.3
N#CC1(C#N)COC23CCCCC2C1(C#N)C(=N)O3 (stereo not given)	45	22	-35	32	-218	13	-81	-11	21*	-7	-1.2
COc1ccccc1NC(=O)CSc1nc(O)c(Cc2ccccc2)c(=O)[nH]1	0.4	-6	-2	+	-9	-2	-3	-5	-5	-7	-0.7
Cc1cc(NC(=O)CSCC(=O)Nc2cc(Cl)ccc2N2CCN(C)CC2)no1	-1.6	-2	-2	-12	-5	1	-2	-7	-3	0	0.0
CCC/C(=N\NC(=O)c1ccco1)c1ccc(Cl)s1	-0.8	1	-1	-9	-1	32	-9	-17	0	-5	1.1
CC(C#N)Sc1ncnc2sc(-c3ccccc3)cc12 (stereo not given)	-0.3	3	-8	6	-1	-1	-14	-5	-2	-1	0.4
CC1CCCCN1C(=O)Cn1c(=O)n(CCC(=O)NCc2ccco2)c(=O)c2sccc21 (stereo not given)	-1.0	2	-1	-2	2	5	4	-3	-1	-12	-1.7
O=C(c1cccc(S(=O)(=O)NCc2ccccc2)c1)N1CCCC1	-0.1	1	-12	34	1	-1	0	-21	-2	-16	-1.1
CCOC(=O)c1c(C)oc2ccc(NS(=O)(=O)c3ccc4c5c(cccc35)C(=O)N4)cc12	0.2	5	-1	-23	1	-1	-4	-12	-1	-12	-0.6
CS(=O)(=O)Nc1ccc(C2=NN(C(=O)c3ccco3)C(c3ccccc3)C2)cc1 (stereo not given)	0.1	-1	5	-13	9	-3	-14	1	-4	-12	-2.0
Cc1cc(NC(=O)c2ccco2)c(=O)n(Cc2c(F)cccc2Cl)c1	0.2	-5	-14	-13	14	0	-5	9	-4	-14	1.0
CCCOC(=O)NC(CC)COC(=O)Nc1cc(C)ccc1C (stereo not given)	0.6	3	2	8	-6	22	-3	0	-8	-6	1.3
CC(C)CCNC(=O)c1ccc(CS(=O)(=O)Cc2ccccc2F)o1	0.8	0	-23	-11	-4	-1	-9	30	0	-6	-0.8
Cc1cc(OCCOc2cccc3cccnc23)c(C)cc1Cl	0.6	2	-13	-25	5	-2	-1	-29	-2	-8	-0.3
COc1ccc(NC(=O)c2ccc(NC(=O)c3nc4nccc(C)n4n3)cc2)cc1	1.3	2	1	-25	-6	-2	-8	3	-6	-4	0.7
Next structures follow.
SMILES	LANA DNA inh	cardiac RTF act	Cardiac RTF inh	SUMO Mot1 rescue	Rtt109 HAT inh	NSD2 inh	dFosB activator	PfHsp90 yeast 2	Keap1 Nrf2 FP	PvdQ acylase	CDK5 inh
O=C(c1cccc(Oc2ccc([N+](=O)[O-])cc2Cl)c1)N1CCOCC1	-0.1	-4	3	342	-1	-3	3	3	6	4	1.8
O=C(CNCCc1ccccc1)N1CCc2ccccc2C1	-1.8	0	2	-1	9	2	-4	-13	-3	-18	1.1
CSc1cccc(NC(=O)Cc2ccccc2[N+](=O)[O-])c1	-2.1	-2	-2	-24	12	7	-3	-2	8	5	-0.8
CC(=O)c1cccc(NC(=O)CN(c2ccc(C)cc2)S(=O)(=O)c2cccc3nonc23)c1	-0.1	2	-8	.	11	35	2	7	1	8	1.4
Cc1ccc2nc(N(CCCN(C)C)C(=O)c3sc4ccccc4c3Cl)sc2c1	-1.2	-1	-12	-24	55*	2	-3	1	0	-6	0.7
CCOC(=O)c1c(NC(=O)CN(CC)CC)sc2c1CCC2	1.4	-1	-3	22	.	-3	4	-4	0	-13	-1.2
COc1ccc(-n2cccc2/C=C2\C(=N)N3N=C(C(C)C)SC3=NC2=O)cc1	-0.3	1	-5	-15	-3	10	-22	-21	-4	-6	-0.1
O=C(NN1CCOCC1)c1ccc(Cl)c(Cl)c1	-0.6	-3	3	20	-1	-2	-5	-23	-1	-6	-1.6
COCCNC(=S)Nc1ccc(N2CCCCC2)cc1	0.5	-5	-3	-15	-3	2	-3	6	-1	5	2.1
Cc1cccc(OCC(=O)NNC(=O)c2ccccc2OCc2c(C)noc2C)c1	-2.5	-5	-2	-3	-1	30	-1	-4	-2	1	-0.2
C[C@@H]1CN([C@H](C)CO)C(=O)c2cccc(NC(=O)Nc3ccc(C(F)(F)F)cc3)c2O[C@H]1CN(C)S(=O)(=O)c1cccs1	0.3	-4	6	6	-5	.	-3	26	-8	-27	-2.5
COc1ccccc1/C=C/C(=O)NCC(=O)N/N=C/c1cc(Br)ccc1OC	0.5	1	-8	-15	15	1	1	8	-3	-12	0.8
COc1ccc(C2Cc3ccccc3C(=O)O2)cc1 (stereo not given)	0.7	-3	6	7	-4	-3	-1	-2	5	24	0.6
COCCN(C(=O)COC(=O)C12CC3CC(CC(Cl)(C3)C1)C2)c1c(N)n(Cc2ccccc2)c(=O)[nH]c1=O	-2.1	2	6	21	5	-6	-2	13	-1	7	-3.2
O=c1c2ccccc2nc(SCc2cn3ccsc3n2)n1-c1ccccc1F	-1.2	5	-11	173	8	3	-7	-18	-1	-15	2.6
CCCCOCCCNC(=O)c1ccc(OCC)cc1	4.1	-5	-2	3	-1	-2	-2	-6	-6	-15	-0.8
COC(=O)c1c(NC(=O)COc2ccc(Cl)cc2)sc2c1CC(C)(C)NC2(C)C	-0.6	-4	2	7	-5	-1	3	7	-1	6	-0.8
CCCn1c(C)cc(/C=C(\C#N)C(=O)OCC(=O)NC(=O)NC(C)(C)C)c1C	0.4	2	-6	1	0	9	-8	-15	-9	-3	-3.1
CC(C)c1ccc(N(C(=O)c2csnn2)C(C(=O)NC(C)(C)C)c2ccncc2)cc1 (stereo not given)	1.3	0	-1	-9	10	.	6	9	-3	-10	1.8
COc1cc(C(=O)NCc2ccccn2)ccc1OCc1c(C)noc1C	-0.3	-5	-4	-11	-8	-2	3	34	-3	-14	0.0
COc1ccc(NC(=O)CC2C(=O)N(c3ccccc3)C(=O)N2Cc2ccco2)cc1 (stereo not given)	.	-1	-5	138	7	-3	-2	-25	0	4	0.0
COc1cc2c[n+](C)c3c4ccccc4ccc3c2cc1OC	-36	-3	3	.	-1	15	6	-41	-3	-5	1.6
CN1CCCN(c2ncnc3scc(-c4ccc(F)cc4)c23)CC1	-1.7	-4	-11	6	4	3	-7	-10	-8	-15	1.6
CC(C)=NOCC(=O)Nn1c(COc2ccccc2)nc2ccccc2c1=O	1.7	-2	-1	-17	11	-4	1	5	0	15	-0.2
CCOc1ccc2ccccc2c1/C=N/NC(=O)CC1(C)OCCCO1	-0.7	1	-2	12	5	0	-1	7	-7	-8	-1.0
New compounds follow
SMILES	LANA DNA inh	cardiac RTF act	Cardiac RTF inh	SUMO Mot1 rescue	Rtt109 HAT inh	NSD2 inh	dFosB activator	PfHsp90 yeast 2	Keap1 Nrf2 FP	PvdQ acylase	CDK5 inh
COc1ccc2oc(C(=O)OCC(=O)N(C)CC(=O)Nc3ccc(C)cc3)c(C)c2c1	0.8	-11	-3	-4	15	-1	-22	-22	-3	-9	0.1
COc1cccc(OC)c1C(=O)Nc1ccc2c(c1)Cc1ccccc1-2	-2.0	6	0	7	-9	5	-2	8	1	-18	-3.3
NC(=O)C(CC(=O)O)NC(=O)[C@@H]1CCCNc2c(I)cc([N+](=O)[O-])cc2C(=O)N[C@@H](CO)C(=O)N[C@@H](Cc2ccc(O)cc2)C(=O)N1 (stereo not given in full)	14	4	-5	10	15	.	-16	4	6	9	-1.6
CCCc1cc(=O)[nH]c(SCC(=O)N2CCC(C)CC2)n1	0.2	1	-8	45	-13	0	-2	10	2	3	0.4
O=C(NC1CC(=O)N(c2ccc(Cl)cc2)C1)C1CC1 (stereo not given)	1.0	-1	1	-6	-1	4	-2	.	-6	-11	-0.9
CN(C)c1nc(N(C)C)nc(N(C#N)Cc2ccc(Cl)cc2)n1	-4.4	1	-11	-10	-1	-1	-21	-22	4	-9	0.4
CNC(=S)N(CCc1ccccc1)Cc1cc2cc(OC)c(OC)cc2[nH]c1=O	-0.6	7	2	.	3	2	-1	3	-3	9	0.2
CC(Oc1ccc(F)cc1)c1ccnc2nc(/N=C/N(C)C)nn12 (stereo not given)	0.8	-5	-7	-4	-9	2	-1	-2	1	-7	-7.3
COc1ccc(OC)c(-c2csc(N3CCC(c4ccccc4)CC3)n2)c1	0.2	-1	-5	78	-4	-1	-9	.	3	-9	-1.9
CC(C)Cn1c(=O)c2ccccc2n2c(CCC(=O)O)nnc12	-0.4	4	-1	2	-7	0	6	-10	-5	2	-1.6
COc1cccc(-c2csc(N3CCN(Cc4ccccc4)CC3)n2)c1	0.4	-4	-3	53	1	-2	-13	10	-6	-5	0.4
COc1cc(NC(=O)c2cccs2)ccc1NC(=O)Cc1ccccc1	-1.6	-3	-1	14	-2	-1	-2	15	3	-2	-0.6

3 entries already listed, arranged by count of non-hydrogen atoms, smallest number first.
SMILES	LANA DNA inh	cardiac RTF act	Cardiac RTF inh	SUMO Mot1 rescue	Rtt109 HAT inh	NSD2 inh	dFosB activator	PfHsp90 yeast 2	Keap1 Nrf2 FP	PvdQ acylase	CDK5 inh
CC(Oc1ccc(F)cc1)c1ccnc2nc(/N=C/N(C)C)nn12 (stereo not given)	0.8	-5	-7	-4	-9	2	-1	-2	1	-7	-7.3
CCCCNc1c(-c2cccc(SC(C)CC)c2)nc2ccc(Cl)cn12 (stereo not given)	0.6	5	7	-21	-1	-4	-4	1	-6	7	-6.6
Cc1cc(NC(=O)CSCC(=O)Nc2cc(Cl)ccc2N2CCN(C)CC2)no1	-1.6	-2	-2	-12	-5	1	-2	-7	-3	0	0.0
